From PubChem
GRIN3A LBD mod: modulates the human NR3A ligand-binding domain. NR3A LBD differential scanning fluorimetry, Tm shift; 0% = protein alone, 100% = glycine-bound protein. Tm shift relative to glycine control, % at 25 µM. 2.5% of 340,000 active. AID 1259313;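 active means melting temperature shift of at least 10% of the positive control shift, at one fixed dose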
NLRP3 yeast inh: inhibitors of NALP3 inflammasome in yeast; Yeast reconstituted NLRP3/ASC/caspase-1, beta-gal luminescence, 24 h; inhibition, % at 10 µM; 0.39% of 330,000 active; AID 2825;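 active means inhibition of 50% or more; inactive means inhibition below 50%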;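 further: plate controls were induced DMSO wells for no effect and uninduced yeast grown without galactose for full effect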
tim10-1 inh: tim10-1 yeast growth inhibition; S. cerevisiae tim10-1 ts strain growth, BacTiter-Glo, 24 h; inhibition, % at 20 µM; 2.2% of 330,000 active;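 active means inhibition of at least 40%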;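 further: mutant grown at 25 °C; 0% = DMSO wells with yeast and 100% = wells holding no yeast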
MPTP inh: blocks calcium-induced mitochondrial swelling; inhibition, % at 10 µM; AID 602449; 1.4% of 360,000 active; isolated mouse mitochondria, Ca2+ swelling absorbance, 30 min;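 active means inhibition of 50% or more, scaled per plate between neutral and stimulator controls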;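 further: 0% = DMSO wells given calcium and 100% = 1 mM EGTA wells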
TIM10 inh: growth inhibitors of TIM10 yeast strain | inhibition, % at 10 µM | AID 463195 | S. cerevisiae TIM10 strain growth, BacTiter-Glo luminescence, 24 h | 1.4% of 330,000 active;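 active means inhibition of 40% or more at the single tested concentration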;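 further: wild-type TIM10 isogenic control strain grown at permissive 25 °C; 0% = DMSO yeast wells and 100% = minimal medium wells without yeast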
APJ antagonist: APJ receptor antagonism; 0.32% of 330,000 active; AID 2521; inhibition, % at 20 µM; P35414; CHO-K1 APJ beta-arrestin complementation, luminescence;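 active means inhibition above about 40% at 20 µM, limit read from the data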;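 further: cells challenged with 10 nM apelin-13 agonist together with compound; plate controls were apelin-13 plus DMSO wells for no effect and DMSO wells lacking apelin-13 for full effect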
Target sequence (P35414 whole entry, looked up): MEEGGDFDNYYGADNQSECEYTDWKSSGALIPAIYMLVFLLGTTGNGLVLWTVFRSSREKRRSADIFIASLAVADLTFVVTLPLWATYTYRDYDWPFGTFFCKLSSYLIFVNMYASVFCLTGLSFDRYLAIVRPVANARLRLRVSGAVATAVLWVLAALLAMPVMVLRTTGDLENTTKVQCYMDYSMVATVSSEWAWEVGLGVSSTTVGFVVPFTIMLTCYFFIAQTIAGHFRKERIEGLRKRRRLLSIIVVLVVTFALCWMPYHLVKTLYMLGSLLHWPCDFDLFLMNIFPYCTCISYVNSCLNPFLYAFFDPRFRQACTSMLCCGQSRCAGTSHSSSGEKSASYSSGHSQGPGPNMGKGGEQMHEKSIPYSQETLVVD
MIN6 prolif: MIN6 beta-cell proliferation induction | MIN6 cells proliferation, ATPlite luminescence, 48 h; cells starved in 0.2% serum; 100% = growth in 10% serum | proliferation, % at 10 µM | 0.29% of 330,000 active | AID 2380;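 active means compounds whose signal lies at least 3.5 SD above the mean of all wells on their plate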;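 further: 0% = DMSO-treated cells in low-serum medium and 100% = 10% serum control; some compounds called inactive have numbers as strong as hits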
APJ agonist: agonists of human APJ apelin receptor; P35414; CHO-K1 APJ PathHunter beta-arrestin, luminescence; 0% DMSO wells, 100% apelin; activation, % at 20 µM; 0.11% of 330,000 active;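 active means activation more than six SD over the plate average, tested at 20 µM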;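 further: 0% = DMSO alone and 100% = apelin-13 at 10 nM; some results filed as inactive read as strong as hits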
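Test system: CHO-K1 APJ beta-arrestin complementation cell line | Compound: Single test compound dose, 20 µM final, 1% DMSO | Incubation: Compound 90 min 25 °C, reagent 1 h | Measured by: beta-gal luminescence | Read-out basis: APJ–arrestin association signal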
tim23-1 inh: growth inhibitors of tim23-1 mutant yeast; S. cerevisiae tim23-1 growth, BacTiter-Glo luminescence, 24 h; inhibition, % at 20 µM; 1.3% of 330,000 active; AID 463212;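 active means growth inhibition of the mutant yeast at or above 50%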;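 further: temperature-sensitive mutant grown at 25 °C; plate controls were DMSO-treated mutant yeast for no effect and medium wells lacking yeast for full effect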
Active calls of the source: *; nt = not tested or not shown.

Under each structure – APJ antagonist | tim10-1 inh | APJ agonist | TIM10 inh | NLRP3 yeast inh | MIN6 prolif | MPTP inh | tim23-1 inh | GRIN3A LBD mod
CC(=O)c1c(C)[nH]c(C(=O)OCC(=O)NCc2ccc(Cl)cc2)c1C
 : -93 | 16 | 0 | 3 | 11 | -1 | 1.3 | 18 | -1
COc1ccc(-c2noc(CCC(=O)N3CCN(c4cccc(OC)c4)CC3)n2)cc1
 : nt | 15 | nt | -4 | nt | nt | 1.0 | 37 | 1
Cc1ccc(OCCC(=O)NNC(=O)c2ccccc2F)cc1
 : 16 | -1 | -3 | -1 | 2 | 0 | 0.7 | -13 | 0
CCOC(=O)N1CCN(C(=O)COc2ccc3c(c2)C(=O)CC2(CCN(C(C)=O)CC2)O3)CC1
 : -23 | 2 | 1 | 7 | 13 | 0 | 0.7 | 6 | -1
CCOc1ccc(Cl)cc1S(=O)(=O)NC1CCCC1
 : 8 | 13 | -10 | 3 | 8 | 5 | -1.7 | 15 | -1
O=C(Nc1ccc(Cl)cc1C(=O)NCC1CCCO1)c1ccco1 (stereo not drawn)
 : 14 | 14 | -6 | -19 | 11 | 6 | -0.5 | -4 | 1
CCOC(=O)CSc1nnnn1-c1cc(OC)ccc1OC
 : -16 | 14 | -4 | 0 | -2 | -1 | -0.2 | 8 | 1
O=C(Nc1ccsc1C(=O)O)c1cccc(C(F)(F)F)c1
 : 9 | 3 | -3 | 9 | 5 | -2 | 2.1 | 6 | -1
CCn1c2ccccc2c2cc(NC(=O)CSc3nnc(-c4cccc(F)c4)o3)ccc21
 : -4 | 9 | 0 | 3 | 27 | -6 | -0.2 | 13 | 1
Cc1ccc(C(=O)Nc2ccc(C(=O)N/N=C/c3ccncc3)cc2)cc1
 : 1 | 0 | -4 | 9 | 13 | 0 | nt | -8 | nt
Cc1ccc2c(c1)c1ncnc(N3CCOCC3)c1n2C
 : 20 | 24 | 1 | 16 | 17 | -1 | 0.1 | 31 | 0
CCOc1ccccc1/C=N/NC(=O)c1nnn(-c2nonc2N)c1CN1CCCC1
 : 16 | 9 | 1 | -3 | 10 | -2 | 1.6 | 4 | -3
O=C(COn1nnc2ccc(Cl)cc21)NC12CC3CC(CC(C3)C1)C2
 : -12 | 40* | -3 | 37 | -10 | -1 | 1.8 | 48 | 1
CC(NC(=O)CNC(=O)c1sc2ccccc2c1Cl)c1cccnc1 (stereo not drawn)
 : 10 | 14 | -4 | -9 | -4 | 0 | -2.6 | 19 | -4
Cc1nnnn1/C(=C\c1ccccc1)C(=O)OCC(=O)NC(C)(C)C
 : -12 | 45* | 2 | 31 | 16 | 0 | -0.6 | 45 | -2
O=C(NCCO)/C(=C\c1ccc(Br)cc1)NC(=O)c1cccs1
 : -4 | 10 | -2 | 2 | 2 | -1 | -0.6 | 4 | -3
COc1ccccc1CCC(=O)N1CCC(n2nccc2NC(=O)CC(C)C)CC1
 : 0 | 4 | -4 | -3 | 11 | 4 | 0.0 | 9 | 2
CCCn1nnc(NC(=S)NC(=O)/C=C/c2ccc(Cl)cc2)n1
 : 10 | 9 | -1 | 6 | 5 | -5 | 1.7 | 15 | -4
Cn1c(N)c(S(=O)(=O)N2CCN(c3ccccc3)CC2)c(=O)n(C)c1=O
 : 2 | 5 | 1 | 9 | 1 | -3 | -0.4 | 4 | 0
COc1cc(/C=C2\CCCc3c2nc2ccccc2c3C(=O)O)cc(Cl)c1O
 : 19 | -5 | 2 | -2 | 13 | 0 | -0.2 | 4 | 0
Cc1ccccc1NC(=O)/C(=C/c1cccs1)NC(=O)c1ccco1
 : 1 | 15 | -1 | 2 | 9 | 0 | -0.3 | 16 | -11
Cc1cc(C)n(-c2ccccc2C#N)n1
 : -6 | 3 | 0 | 6 | 5 | 1 | 2.4 | 7 | 0
O=C(NC1CCCc2ccccc21)c1ccccc1Cl (stereo not drawn)
 : 16 | 18 | -2 | 8 | 21 | 0 | 0.6 | 9 | 0
Cc1cc(C)c2nc(N3CCCN(C(=O)c4cnccn4)CC3)c(C#N)cc2c1
 : 7 | 20 | 1 | 29 | -3 | -1 | 5.9 | 44 | 0
CCN(CC)c1ccc2cc(C(=O)Nc3ccccn3)c(=O)oc2c1
 : 9 | -10 | 8 | 33 | 10 | -3 | 0.0 | -4 | 2
CCc1nc(SCc2cccnc2)c(C#N)cc1C
 : 16 | 20 | -7 | 24 | 15 | -2 | -0.7 | -6 | 0
Cc1[nH]n(-c2ccccc2)c(=O)c1N=Nc1ccccc1
 : 8 | -12 | -1 | -28 | 20 | -1 | 5.8 | 1 | 1
COc1ccc(S(=O)(=O)N2c3ccccc3OCC2C(C)(C)C)cc1 (stereo not drawn)
 : -7 | 23 | -5 | 8 | 1 | -3 | 2.2 | 22 | -3

Filtered by structure, those above containing a Cl atom (eight)
Under each structure – APJ antagonist | tim10-1 inh | APJ agonist | TIM10 inh | NLRP3 yeast inh | MIN6 prolif | MPTP inh | tim23-1 inh | GRIN3A LBD mod
CC(=O)c1c(C)[nH]c(C(=O)OCC(=O)NCc2ccc(Cl)cc2)c1C
 : -93 | 16 | 0 | 3 | 11 | -1 | 1.3 | 18 | -1
CCOc1ccc(Cl)cc1S(=O)(=O)NC1CCCC1
 : 8 | 13 | -10 | 3 | 8 | 5 | -1.7 | 15 | -1
O=C(Nc1ccc(Cl)cc1C(=O)NCC1CCCO1)c1ccco1 (stereo not drawn)
 : 14 | 14 | -6 | -19 | 11 | 6 | -0.5 | -4 | 1
O=C(COn1nnc2ccc(Cl)cc21)NC12CC3CC(CC(C3)C1)C2
 : -12 | 40* | -3 | 37 | -10 | -1 | 1.8 | 48 | 1
CC(NC(=O)CNC(=O)c1sc2ccccc2c1Cl)c1cccnc1 (stereo not drawn)
 : 10 | 14 | -4 | -9 | -4 | 0 | -2.6 | 19 | -4
CCCn1nnc(NC(=S)NC(=O)/C=C/c2ccc(Cl)cc2)n1
 : 10 | 9 | -1 | 6 | 5 | -5 | 1.7 | 15 | -4
COc1cc(/C=C2\CCCc3c2nc2ccccc2c3C(=O)O)cc(Cl)c1O
 : 19 | -5 | 2 | -2 | 13 | 0 | -0.2 | 4 | 0
O=C(NC1CCCc2ccccc21)c1ccccc1Cl (stereo not drawn)
 : 16 | 18 | -2 | 8 | 21 | 0 | 0.6 | 9 | 0

An excerpt from above in order of molecular weight, largest number first:
Under each structure – APJ antagonist | tim10-1 inh | APJ agonist | TIM10 inh | NLRP3 yeast inh | MIN6 prolif | MPTP inh | tim23-1 inh | GRIN3A LBD mod
Cc1cc(C)c2nc(N3CCCN(C(=O)c4cnccn4)CC3)c(C#N)cc2c1
 : 7 | 20 | 1 | 29 | -3 | -1 | 5.9 | 44 | 0
CC(=O)c1c(C)[nH]c(C(=O)OCC(=O)NCc2ccc(Cl)cc2)c1C
 : -93 | 16 | 0 | 3 | 11 | -1 | 1.3 | 18 | -1
Cc1cc(C)n(-c2ccccc2C#N)n1
 : -6 | 3 | 0 | 6 | 5 | 1 | 2.4 | 7 | 0
